# T cell modulator: T cell immune modulation candidate; actives 0.068% (n = 330,000); 2C CD8+ T cell-vesicle binding, flow cytometry; stronger effect = lower value; calls only at 7 µM; AID 2052;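 active means response, share of CD8 T cells binding vesicles, and their 90th percentile fluorescence all below set limits, cut at about 80% in these data, passing the limit was not always enough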
#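 Benchmarks: naked versus QL9-loaded vesicles / Assay system: purified 2C TCR transgenic mouse naive CD8+ T cells / Technique: high-throughput flow cytometry with anti-B7-1 and anti-CD8 staining / Timing: Cell–vesicle co-incubation 1.5 h at 37 °C, staining 20 min on ice / Read-out: percent CD8+ FL2 mean versus row control / Probe or stimulus: QL9-loaded Drosophila micro-vesicles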
# Myeloid diff MLP: myeloid differentiation induction | ER-HoxA9 myeloid progenitors, lysozyme-GFP differentiation, flow cytometry | calls only at 10 µM | actives 1% (n = 360,000);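 active means normalized GFP-positive differentiation at or above the plate's own cutoff, the solvent-only control mean plus 3 SD; inconclusive means no clear call, values can overlap the other calls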;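 further: cells exposed to compound for four days before flow analysis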
# RSV CPE inhibition: inhibition of RSV-induced cytopathic effect – HEp-2 cells, primary 10 µM value included (AID 2391); HEp-2 cells, RSV-induced CPE inhibition; higher % means a stronger effect; CPE inhibition, % at 10 µM, or IC50 in µM where a hit was titrated; actives 0.13% (n = 310,000); in the data active means a potency from the dose series; inconclusive means CPE inhibition mostly from about 23% at the one dose, without a potency; inactive means the rest, 99 in 100 with CPE inhibition below about 21%; further: strong numbers were not always called active
# TNAP activators: stimulation of alkaline phosphatase TNAP activity – biochemical, luminescent, no phosphate acceptor, uHTS, primary screen (AID 1001). purified TNAP, luminescent activation assay, no phosphate acceptor; higher activation fold means a stronger effect. activation fold at 20 µM, or EC50 in µM where a hit was titrated. actives 0.03% (n = 200,000); in the data active means activation fold from about 3, or a potency from the dose series; inactive means the rest, 99 in 100 with activation fold below about 1.6; further: many of its hits are not listed in these tables
# Rac1 GTP hydrolysis: MgcRacGAP GTPase-activating activity inhibitors, confirmation, biochemical, ADP Hunter fluorescence; one-dose inhibition, % at 30 µM; IC50 in µM for titrated hits; MgcRacGAP-stimulated Rac1 GTP hydrolysis, ADP Hunter fluorescence; higher % means a stronger effect; GST-tagged Rac1 F28L mutant substrate; actives 0.6% (n = 340,000);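 active means first-screen hits whose inhibition reached a set limit at any dose in the follow-up dose series; inconclusive means inhibition above the set first-screen limit but never retested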;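 further: fluorescence reports GDP produced by GAP-driven GTP hydrolysis; strong numbers were not always called active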
# PhoP inhibition: inhibitors of PhoP regulon expression, primary screen, Salmonella Typhimurium, GFP reporter (AID 1863). S. Typhimurium PhoP-regulated promoter GFP reporter, 4 h; higher % means a stronger effect. inhibition, % at 50 µM; hits with a dose series show IC50 in µM. actives 0.16% (n = 300,000);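 active means inhibition over 29.93%, a cutoff 3 SD above the screen mean, later confirmed by dose response; inconclusive means inhibition over 29.93% but no dose response follow-up; inactive means inhibition at most 29.93% or unconfirmed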;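 further: 0% = low Mg2+ inducing control and 100% = high Mg2+ repressing control; strong numbers were not always called active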
# SV40 large T antigen: TAg ATPase/helicase activity blockers – biochemical (AID 1903). actives 0.39% (n = 310,000). inhibition, % at 20 µM, or IC50 in µM where a hit was titrated. SV40 large T antigen ATPase/helicase inhibition assay; higher % means a stronger effect; in the data active means a potency from the dose series; inconclusive means inhibition mostly from about 32% at the one dose, without a potency; inactive means the rest, 99 in 100 with inhibition below about 32%; further: strong numbers were not always called active
# NTR1 agonist: NTR1-driven beta-arrestin-GFP spot formation – imaging, U2OS cells, high content, primary screen (AID 493036); P30989; agonist mode; activation, % at 20 µM; actives 0.17% (n = 330,000);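 active means activation at or above 40% of the spot to cytoplasm intensity ratio, with at least 20 cells analyzed; inconclusive means wells under 20 cells, flagged as cytotoxic or low count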;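 further: 0% = DMSO without peptide and 100% = 100 nM NTR1 peptide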
# Target sequence (P30989 whole entry, looked up): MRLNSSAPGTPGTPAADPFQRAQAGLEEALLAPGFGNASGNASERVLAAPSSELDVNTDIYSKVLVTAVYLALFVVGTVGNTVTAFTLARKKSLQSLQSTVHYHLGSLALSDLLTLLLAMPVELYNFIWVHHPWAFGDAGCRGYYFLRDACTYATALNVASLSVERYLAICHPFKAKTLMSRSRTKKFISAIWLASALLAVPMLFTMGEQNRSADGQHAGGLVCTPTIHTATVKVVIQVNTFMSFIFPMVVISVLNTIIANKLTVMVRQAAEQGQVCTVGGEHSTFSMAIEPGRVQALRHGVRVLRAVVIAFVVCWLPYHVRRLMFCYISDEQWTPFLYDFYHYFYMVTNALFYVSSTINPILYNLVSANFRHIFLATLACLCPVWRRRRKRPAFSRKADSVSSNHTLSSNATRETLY
# UTI89 phage lysis: inhibition of K1F phage lysis, E. coli UTI89, bacterial capsule biogenesis inhibitors, alamar blue (AID 488966). inhibition, % at 100 µM; hits with a dose series show IC50 in µM. actives 0.02% (n = 340,000). E. coli UTI89 K1F phage lysis, alamar blue, 2 h; higher % means a stronger effect;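 active means phage lysis inhibition, versus mean bacterial control, above a set limit; inconclusive means no clear call, values can overlap the other calls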;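 further: capsule biogenesis inhibitors block K1F phage lysis so surviving cells raise fluorescence; higher fluorescence means more inhibition of phage lysis; actives were called in the ten point dose series up to 300 µM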
# T cell modulator vesicle-bound %: second read-out of T cell modulator, no call of its own (marks repeat the call); double positive events, %; measured here: CD8+ vesicle-bound cell fraction;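 binding gate set so that unloaded-vesicle control wells show 10% double positive cells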
# NTR1 agonist cell count 20 µM: second read-out of NTR1 agonist, no call of its own (marks repeat the call); cell count; measured here: cell count, cytotoxicity flag
# Myeloid diff MLP GFP+ MAC1+ %: recorded beside Myeloid diff MLP, whose call it bears; GFP+ MAC1+ double positive, %; measured here: differentiation confirmed by MAC1 staining
# Numbers without * were called inactive; i = inactive; ? = inconclusive; . = no result given; [ ] = dose if it differs, or a comment.
# Values run as follows: T cell modulator	T cell modulator vesicle-bound %	Myeloid diff MLP	Myeloid diff MLP GFP+ MAC1+ %	RSV CPE inhibition	TNAP activators	Rac1 GTP hydrolysis	PhoP inhibition	SV40 large T antigen	NTR1 agonist	NTR1 agonist cell count 20 µM	UTI89 phage lysis
CC(=O)Nc1ccc(Oc2cc(C#N)c(C#N)cc2N2CCCCCC2)cc1
 : i	40	i	0.8	?	1.1	8%	6%	1%	10	69	6.2%
Nc1nc(SCc2c(F)cccc2Cl)[nH]c(=O)c1-c1ccccc1
 : i	37	i	0.8	0.7%	1.1	8%	2%	6%	1.1	90	1.3%
O=S(=O)(NC1CCCC1)c1ccc(S(=O)(=O)N2CCc3ccccc32)cc1
 : i	28	i	8.7	3.1%	1.1	16%	4%	-5%	7.9	54	-0.5%
CN(C)C(=S)Nc1ccc2ccccc2c1
 : i	48	i	1.1	0.5%	0.8	0%	17%	-5%	0.3	60	2.8%
COc1ccc(Cl)cc1C(=O)Nc1ccc(N(C)C(C)=O)cc1
 : i	51	i	0.2	1.7%	1.1	6%	3%	17%	-0.3	36	1.2%
CN(C)Cc1cn(CCC(=O)O)c2ccccc12
 : i	52	i	0.4	0.4%	.	4%	.	.	1.5	91	1.0%
CCCNC(=O)C(Cc1ccc(C(F)(F)F)cc1)NC(=O)c1ccc2ccccc2n1 (stereo not given)
 : i	55	i	2.0	2.4%	.	6%	.	.	3.3	68	0.8%
CCN(c1ccc(NC(=O)COC(=O)/C=C/c2cccs2)cc1)C(C)C
 : i	42	i	0.1	-0.5%	1.1	15%	1%	2%	2.4	63	0.3%
CC1CCN(Cc2nc3c(c(=O)n(C)c(=O)n3C)n2CCCc2ccccc2)CC1
 : i	31	i	0.7	0.8%	1.1	5%	5%	16%	5.4	54	7.3%
CCOC(=O)C1CCN(C(=O)c2cccc(NC(=O)C(CC)CC)c2)CC1
 : i	27	i	1.1	0.6%	1.1	1%	-4%	-2%	-0.3	45	0.1%
COc1ccc(/C=C2\SC(=O)N(CC(=O)Nc3ccccc3O)C2=O)cc1OC
 : i	16	i	1.0	1.9%	.	8%	-6%	3%	-0.1	99	1.7%[50 µM]
Cc1cccc(N(CC(=O)N2CCCC2)S(C)(=O)=O)c1
 : i	63	i	0.2	0.2%	.	6%	1%	7%	1.3	66	0.2%
Cc1ccc(Cl)cc1NC(=O)c1ccc(NC(=O)CCC(=O)O)cc1
 : i	26	i	2.2	0.8%	1	3%	-10%	5%	-1.1	70	-6.2%
CCOC(=O)CN(Cc1ccccc1)C(=O)OC(C)(C)C
 : i	43	.	.	2.4%	.	.	-6%	7%	-0.2	95	.
CCOC(=O)CC1=NN(c2ccccc2)C(=O)/C1=C\c1ccc(N(C)C)cc1
 : i	59	i	0.3	0.4%	0.6	12%	-5%	10%	14	80	0.0%
O=C(C1CC1)N1CCCC(c2ccc(Cl)cc2)=N1
 : i	22	i	0.3	5.8%	0.9	8%	-6%	1%	0.8	101	-0.4%
COc1ccc(C)cc1N/C(N)=N/c1nc(C)cc(C)n1
 : i	60	i	0.6	6.5%	1.3	7%	-7%	11%	0.5	81	0.0%
CN(C)c1ccc(-c2nc3ccccc3c(=O)[nH]2)cc1
 : i	15	i	0.2	-2.5%	.	0%	-8%	22%	0.7	66	0.1%
CC(C)=CCC/C(C)=C/CNC(=O)C[C@H]1C[C@H](C(=O)N(C(C)C)C(C)C)[C@@]2(C)c3[nH]c4cc(-c5ccco5)ccc4c3CCN2C1=O
 : .	.	i	0.3	.	.	7%	.	.	7.5	33	-0.1%
Cc1ccc(/C=N/NC(=O)CCCOc2ccc(Cl)cc2Cl)cc1
 : i	51	i	0.2	0.1%	1	4%	8%	13%	12	62	2.8%
Cc1ccc(/C=C/S(=O)(=O)NCC(=O)OCC(=O)NCc2ccccc2)cc1
 : i	16	i	1.9	-0.5%	.	4%	-2%	8%	2.0	54	1.4%[50 µM]
O=C(NCCCN1CCN(c2cccc(Cl)c2)CC1)c1ccc(N2CCCC2=O)cc1
 : i	58	i	0.6	0.7%	1	8%	6%	-2%	-0.1	38	0.7%
COCCn1c(C)cc(/C=C2/SC(=O)N(C(C)C(=O)OC)C2=O)c1C (stereo not given)
 : i	45	i	1.1	8.9%	.	-14%	-6%	0%	1.2	46	-0.8%
COc1ccc(-c2coc3cc(OC(C)=O)c(OC)cc3c2=O)cc1
 : i	25	i	1.1	.	.	3%	.	.	0.1	40	5.2%
Cc1ccc(/C=C/C(=O)NC(=S)N2CCN(C)CC2)cc1
 : i	35	i	1.2	-0.6%	1.1	-3%	-6%	13%	-1.8	62	-1.3%
CN(C)CC(=O)Nc1cc(C(F)(F)F)ccc1Cl
 : i	20	i	2.6	-0.5%	1.1	-2%	5%	8%	-1.2	47	0.4%
Cc1ccccc1NC(=O)c1nn(C)c2c1CS(=O)(=O)c1ccccc1-2
 : i	38	i	1.1	1.5%	.	-12%	-2%	9%	2.0	59	0.1%
CC(C)(C)[C@H]1C=C(C(N)=O)O[C@@H](OCc2ccc(CO)cc2)C1
 : i	39	i	0.9	1.0%	1.1	6%	-2%	5%	3.7	93	2.4%
CCN1CCN(C(=O)C2CCC(CNS(=O)(=O)c3ccc(NC(C)=O)cc3)CC2)CC1 (stereo not given)
 : i	34	i	0.7	-0.2%	.	3%	4%	6%	1.1	53	0.1%
COCC1CCN(C(=O)c2cc(COc3ccc(OC)c4ccccc34)on2)C1 (stereo not given)
 : i	21	?	.	2.2%	.	-2%	-6%	16%	1.7	104	-0.1%[50 µM]
COc1ccc(O)c(C(=O)CC(=O)c2ccccc2)c1
 : i	8	.	.	4.7%	1.1	.	-4%	-4%	3.7	27	.
Cc1nc(N2CCC(C)CC2)c2nnn(Cc3ccccc3)c2n1
 : i	24	i	0.6	0.2%	1	0%	0%	10%	3.7	34	0.3%
O=C(CCn1c(=S)[nH]c2ccccc2c1=O)Nc1cccc(Cl)c1
 : i	50	i	1.9	1.6%	.	10%	0%	25%	0.9	77	0.3%
Cc1ccc(CNC(=O)c2nn(C)c3c2CS(=O)(=O)c2ccccc2-3)cc1
 : i	44	i	0.0	3.5%	.	-3%	6%	10%	3.2	53	-0.2%
CCOc1ccccc1C(=O)N[C@H](C(=O)OCc1cc(=O)oc2cc(C)ccc12)C(C)C
 : i	33	?	.	?	1.1	-1%	-2%	0%	3.4	49	0.7%[50 µM]
O=C(COc1ccc(S(=O)(=O)N2CCOCC2)cc1)NCc1ccccc1
 : i	14	i	0.5	1.3%	.	9%	-2%	14%	-1.4	67	-0.1%
CC(=O)OC[C@H]1O[C@@H](Sc2cccc3cccnc23)[C@H](OC(C)=O)[C@@H](OC(C)=O)[C@@H]1OC(C)=O
 : i	6	i	0.6	1.4%	1.1	-4%	-5%	9%	0.2	78	3.9%
CCOC(=O)c1nnc(-c2ccc(C)cc2)nc1Sc1cccc(Cl)c1
 : i	32	i	1.2	6.3%	1	-9%	-11%	9%	8.6	54	0.6%[50 µM]
COc1ccc(C(c2oc(CO)cc(=O)c2O)c2oc(CO)cc(=O)c2O)cc1OC
 : i	50	i	0.5	0.7%	1.2	8%	0%	7%	-1.9	88	0.7%
N#C/C=C(/c1ccc(F)cc1)N1CCOCC1
 : i	47	i	0.4	1.1%	1.1	7%	4%	-5%	-1.0	37	-0.2%
CN(C)S(=O)(=O)c1cccc(-c2nn(-c3ccccc3)cc2/C=C(\C#N)c2nc3ccccc3[nH]2)c1
 : i	47	?	.	12%	1	1%	9%	12%	5.3	57	-0.1%
c1ccc2c(N3CCCCCC3)nc(-c3ccncc3)nc2c1
 : i	18	i	0.7	38%	1.1	9%	34%	7%	10	66	-0.7%
CN(/C(=N\S(=O)(=O)c1ccccc1)c1ccccc1)c1ccc(O)cc1
 : i	32	i	0.1	2.0%	1.1	3%	3%	19%	0.1	92	1.5%
O=C(NCCC1=CCCCC1)C(=O)NCC(c1ccco1)N1CCN(c2ccccc2F)CC1 (stereo not given)
 : i	6	i	0.5	5.0%	1.2	8%	0%	6%	1.4	53	-0.1%
COc1cccc(NC(=O)Nc2ccc3nsnc3c2)c1
 : i	15	i	5.8	12%	1.1	11%	-4%	3%	2.9	34	-0.4%
COc1ccccc1CCNC(=O)c1ccc(C)o1
 : i	21	i	0.6	2.9%	1.1	2%	-3%	9%	0.4	51	6.8%
Cc1sc2ncnc(NCC(c3ccco3)N3CCCC3)c2c1C (stereo not given)
 : i	39	i	1.2	-1.0%	1.1	4%	4%	4%	3.3	36	-0.5%
C=CCNC1=C(Cl)C(=O)c2ccccc2C1=O
 : i	10	i	5.1	4.6%	0.9	-7%	28%	20%	0.6	71	0.4%
O=C(CSc1n[nH]c(C2CCCC2)n1)NC1CCCC1
 : i	32	i	0.2	2.6%	0.8	3%	-3%	0%	3.0	57	5.5%
CN1CCN(C(=O)/C(=C/c2cccs2)NC(=O)c2ccco2)CC1
 : i	45	i	0.0	-0.9%	1.1	0%	.	.	0.5	41	1.8%
CC(=O)Nc1ccc(S(=O)(=O)NNC(=O)CCc2ccccc2)cc1
 : i	29	i	0.3	1.6%	.	2%	1%	1%	-0.7	55	-0.4%
COC(=O)c1ccc(NC(=O)CN2CCN(c3ccccc3)CC2)cc1
 : i	21	i	0.5	1.3%	1.1	6%	-10%	2%	-0.6	80	-0.1%
COc1ccc(CNC(=O)CN(c2ccc(C(C)=O)cc2)S(=O)(=O)c2ccc(C)cc2)cc1OC
 : i	34	i	1.1	.	.	-2%	.	.	-2.1	57	3.1%
O=C(c1cccc(N2C(=O)c3ccccc3C2=O)c1)N1CCCCCC1
 : i	33	i	0.9	-0.9%	1.1	-3%	-12%	-1%	0.8	48	-0.7%

# From PubChem BioAssay
